Compound activity from PubChem BioAssay.
FUS yeast rescue: FUS proteinopathy suppression in yeast; Potency, µM (series often up to 76.6 µM), for inactives: at the top dose growth rescue (activation), actives largely listed as activators; S. cerevisiae FUS-expressing, growth rescue, OD600, 24 h; 0.24% of 390,000 active; AID 1347120;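 also: potency is read from the fitted curve at half-maximal effect; plate controls were DMSO vehicle for no effect and reference control for full effect; nearly all actives have a fitted effect of over 55% in size; some results filed as inactive show a strong effect at the top dose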
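Galactose (2%) drives FUS expression in yeast precultured in raffinose; seeding density OD 0.005. Test compounds incubated 24hr at 30C and 99% humidity before absorbance at 600 nm was measured.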
Abeta rescue: A-beta toxicity reversal in yeast. 0.063% of 410,000 active. Potency, µM (doses to about 46.1 µM), inactives show top-dose growth rescue, usual class: activators. AID 1347071. yeast expressing A-beta42, growth rescue, OD600, 48 h; response scale: 0% DMSO, 100% iron-clioquinol control; also: potency is read from the fitted curve at half-maximal effect; nearly all actives have a fitted effect of over 55% in size
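Yeast A-beta toxicity model in growth medium with pinned compounds, 48 h at 30 C; growth read as absorbance at 600 nm. Normalized to FeCl3/clioquinol equimolar mix (positive) and DMSO (negative).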
EPAC1 antag: EPAC1 (human) antagonism; Potency, µM (doses to about 115 µM), for inactives: top-dose activity change, negative = inhibition, most hits filed as inhibitors; O95398; 0.14% of 360,000 active; AID 720709; EPAC1 GEF assay, Rap1b-BODIPY-GDP exchange fluorescence;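 also: potency is read from the fitted curve at half-maximal effect; plate controls were vehicle for no effect and positive control for full effect; nearly all actives have a fitted effect of over 50% in size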
PI5P4K alpha inh: PI5P4K alpha (human) kinase inhibition; max response, %; P48426; PI5P4Kalpha enzyme, ADP-Glo luminescence, 60 min; active compounds read low; 1.2% of 330,000 active; active = max response of -50% or lower; inconclusive = between -30% and -50%; inactive = -30% or higher; also: value at the top dose of about 77 µM; % is scaled to controls: 0 for no effect and ±100 for the full control effect
Target sequence (P48426 whole entry, looked up): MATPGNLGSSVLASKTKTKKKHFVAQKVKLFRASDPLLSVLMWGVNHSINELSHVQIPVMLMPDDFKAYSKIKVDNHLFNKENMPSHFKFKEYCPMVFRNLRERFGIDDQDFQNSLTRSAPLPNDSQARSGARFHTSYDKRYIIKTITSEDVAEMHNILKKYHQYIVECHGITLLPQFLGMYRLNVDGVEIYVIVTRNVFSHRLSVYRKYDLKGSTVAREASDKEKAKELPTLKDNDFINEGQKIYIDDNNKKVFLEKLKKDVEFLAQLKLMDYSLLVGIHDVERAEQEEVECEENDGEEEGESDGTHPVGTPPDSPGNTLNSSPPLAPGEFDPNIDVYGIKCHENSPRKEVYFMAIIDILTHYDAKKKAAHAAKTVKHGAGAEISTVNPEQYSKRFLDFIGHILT
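Luminescence from ADP-Glo served as readout of PI5P4Kalpha activity in a qHTS format. Reaction: enzyme, substrate, compound, ATP at 5 microM final, 60 min at RT.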
WRN helicase inh: blocks human WRN helicase | Q14191 | WRN helicase unwinding, fluorescent forked duplex, kinetic | Potency, µM (titrated, usually from 114 µM), for inactives: top-dose activity change, negative = inhibition, hits mostly inhibitors | 0.46% of 360,000 active | AID 651768; also: potency is read from the fitted curve at half-maximal effect; % is scaled to controls: 0 for no effect and ±100 for the full control effect; nearly all actives have a fitted effect of over 55% in size
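WRN at 20 nM final preincubated with compound 15 min at room temperature; reaction started with 100 nM fluorophore/quencher forked duplex oligonucleotide and 2 mM ATP final. Unwinding followed kinetically by red fluorescence (ex 525, em 598 nm).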
IL2 activator: activates IL-2 in a cell-based reporter assay; IL-2 activation reporter assay, cell-based qHTS; stimulated with anti-CD3/CD4/CD28 beads; in transgenic mouse T cells; 0.065% of 360,000 active; activation, % (series mostly up to about 46 µM); in the data active = activation above about 50%; inconclusive = mostly about 30% to 49%; also: 0% is about no effect
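Screening format: compound pinned onto unstimulated transgenic mouse T cells, 60 min incubation, then anti-CD3/anti-CD4/anti-CD28 bead stimulation for 18 hours at 37 degrees C, followed by EGFP and DsRed detection.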
PLK1 PBD inh: blocks phosphopeptide binding to human PLK1 polo-box domain; P53350; Plk1 PBD binding of FITC phosphopeptide, fluorescence polarization; Potency, µM, for inactives: max response, negative = inhibition, usual class: inhibitors; 2.8% of 360,000 active; AID 720504; also: potency is read from the fitted curve at half-maximal effect; series mostly up to about 57 µM; % is scaled to controls: 0 for no effect and ±100 for the full control effect; nearly all actives have a fitted effect of over 65% in size
Target sequence (P53350 whole entry, looked up, the tested form may be a part): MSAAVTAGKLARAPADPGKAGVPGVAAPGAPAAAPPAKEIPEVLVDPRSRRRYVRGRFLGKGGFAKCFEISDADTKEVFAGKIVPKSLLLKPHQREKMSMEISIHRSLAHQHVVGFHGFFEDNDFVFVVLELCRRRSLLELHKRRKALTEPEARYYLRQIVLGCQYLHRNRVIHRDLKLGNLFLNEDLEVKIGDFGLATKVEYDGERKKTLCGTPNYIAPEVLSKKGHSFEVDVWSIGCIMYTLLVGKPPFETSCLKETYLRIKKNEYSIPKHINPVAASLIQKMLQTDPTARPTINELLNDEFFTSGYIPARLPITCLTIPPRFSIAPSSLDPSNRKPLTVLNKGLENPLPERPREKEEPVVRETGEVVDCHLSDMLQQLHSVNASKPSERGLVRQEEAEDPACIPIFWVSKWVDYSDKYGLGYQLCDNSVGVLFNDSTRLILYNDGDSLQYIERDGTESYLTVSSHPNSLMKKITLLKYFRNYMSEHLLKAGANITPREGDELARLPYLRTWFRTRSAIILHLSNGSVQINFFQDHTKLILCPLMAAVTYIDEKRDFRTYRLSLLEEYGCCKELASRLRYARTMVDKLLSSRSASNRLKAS
EPAC1 agonist: EPAC1 (human) agonism; EPAC1 agonist qHTS, biochemical assay; response scale: 100% = response to 6.5 mM cAMP; Potency, µM (titrated, usually from 154 µM), for inactives: at the top dose activation, actives largely listed as activators; 0.073% of 360,000 active; AID 720707; also: potency is read from the fitted curve at half-maximal effect; nearly all actives have a fitted effect of over 60% in size
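Multi-concentration qHTS readout: loss of Rap1B-bound BODIPY-GDP fluorescence driven by 100 nM EPAC1 with excess GDP (50 uM), monitored kinetically at room temperature; agonist response expressed relative to 6.5 mM cAMP.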
Starred values were filed as active, the others as inactive; ? = inconclusive; · = not tested or not shown; [ ] = another dose, or the depositor's remark. Unless noted, calls follow the shape of the dose curve; as a rule, active = well fitted curve in the direction sought with a large enough effect; inconclusive = small, poorly fitted or top-dose-only effect, or another doubt; inactive = no such curve, though single readings can be large; an effect the other way counts as inactive or inconclusive.

Below each compound – FUS yeast rescue	Abeta rescue	EPAC1 antag	PI5P4K alpha inh	WRN helicase inh	IL2 activator	PLK1 PBD inh	EPAC1 agonist
> COc1ccc(C)cc1NC(=O)C(=O)NCc1ccncc1
    22%	9%	-4%	·	6%	0.2	-2%	2%
> O=C(O)c1c[nH]c2c([N+](=O)[O-])cccc2c1=O
    0%	-3%	-6%	-19	?	2.5	-13%	11%
> COc1ccc(CN(C(=O)c2cnccn2)C(C(=O)Nc2ccc(F)cc2)c2ccccc2)cc1 (stereo not given)
    19%	24%	-26%	7	-4%	2.3	1%	4%
> COc1ccc(OCC(=O)N/N=C(\C)c2ccc(OC)cc2)cc1
    2%	-7%	-13%	-8	1%	-4.1	-16%	2%
> CCN1CCN(CC(=O)Nc2nc3ccc(OC)cc3s2)CC1
    3%	6%	-13%	3	-11%	-0.5	-3%	-2%
> CC(C)(C)C(=O)Nc1nnc(Cc2ccccc2)s1
    35%	?	-7%	·	-1%	0.5	-9%	7%
> COc1ccc(NC(=O)CSc2ccc(-c3sc(C)nc3C)nn2)cc1OC
    21%	-5%	3%	-5	-1%	-0.4	-2%	-3%
> O=c1cc(CSc2nnc(Nc3ccccc3)s2)nc2sccn12
    -8%	1%	12%	-27	-14%	0.3	-7%	3%
> Fc1ccc(NC(=S)NCCN2CCOCC2)cc1
    10%	-1%	3%	1	-10%	-2.7	?	5%
> N#Cc1ccc(NC(=O)c2nc(-c3ccccc3)n(-c3ccccc3)n2)cc1
    4%	-21%	-19%	1	-11%	2.1	4%	4%
> Oc1ccc(Cc2ccccc2Cl)c(O)c1
    -10%	23%	-16%	4	-17%	-1.1	2%	-1%
> Nc1ccc(OCCCc2c(N)nc(N)nc2N)cc1
    -12%	-70%[inhibitor]	9%	-17	1%	-1.8	2%	-19%
> CCCCc1cc(=O)oc2cc(OCC(=O)NCc3ccccn3)ccc12
    17%	-12%	0%	4	-4%	-2.3	-2%	15%
> COC(=O)C/C(O)=C(/N=Nc1cccc(C(F)(F)F)c1)C(=O)OC
    6%	-36%	-19%	1	6%	-0.4	-16%	-3%
> Cc1ccc(C)n1-c1ccc(N2CCOCC2)cc1
    ?	-4%	3%	-3	-6%	-0.6	-8%	6%
> COc1cccc(N2CCN(CC(=O)Nc3nc(C)c(C(=O)N(C)C)s3)CC2)c1
    20%	5%	-15%	-2	-4%	0.1	5%	3%
> CC(=O)Nc1cccc(NC(=O)NC2CC(=O)N(c3ccc4c(c3)OCCO4)C2)c1 (stereo not given)
    9%	-6%	14%	-16	3%	-1.1	-1%	4%
> Cn1c(SCc2ccccn2)nnc1-c1ccccc1
    9%	-15%	1%	-3	-1%	-1.8	-8%	0%
> COc1ccc(C2(OC)Oc3cc(OC)ccc3C(=O)C2(O)OC)cc1 (stereo not given)
    ·	11%	-24%	8	9%	-3.6	-15%	1%
> Cc1ccc(S(=O)(=O)N2CCN(Cc3cc(C(C)(C)C)ccc3O)CC2)cc1
    5%	20%	5%	-2	1%	-0.4	5%	-7%
> CCOc1ccc(NC(=O)NC2CCS(=O)(=O)C2)cc1 (stereo not given)
    -7%	-9%	-6%	0	-19%	-0.5	-1%	0%
> S=C(NC1CC1)N1CCc2ccccc2C1
    -7%	-4%	?	3	4%	-0.1	-30%	5%
> COc1ccc(C/C(N)=N/OC(=O)c2ccco2)cc1OC
    2%	-14%	?	-22	-27%	1.5	?	3%
> Cc1cc(C)nc(NC(=O)C2c3ccccc3Oc3ccccc32)n1
    -6%	-23%	-10%	1	1%	1.3	-3%	-4%
> COc1cccc(-c2csc(N3CCN(C(=O)C4CCCCC4)CC3)n2)c1
    ·	-33%[inhibitor]	-29%	0	-7%	0.0	-22%	5%
> CC(=O)NCCc1nc2ccccc2n1Cc1ccc(Cl)cc1
    4%	-14%	-20%	-6	-12%	-2.5	-8%	-11%
> O=C(NCc1ccccc1)N1CCN(c2ccc(Cl)c(Cl)c2)CC1
    33%	-5%	-15%	0	-9%	-1.0	-7%	-1%
> CC(C)c1ccccc1NC(=O)CC1(CC(=O)O)CCCC1
    -1%	5%	-23%	-2	-6%	2.1	-3%	7%
> c1ccc(-c2csc(Cc3nnc4n3CCCCC4)n2)cc1
    37%	8%	-3%	·	-5%	0.6	-1%	6%
> O=C(Nc1ccccc1)N1CCN(c2ncccn2)CC1
    -17%	4%	0%	2	-9%[57.1 µM]	-2.5	-3%	0%
> O=C1C(=NO)CCc2ccccc21
    ·	1%	-5%	?	?	0.0	?	4%
> CCOCCCNCc1cn(-c2ccc(F)cc2F)nc1-c1ccccc1C
    9%	-6%	-22%	-4	2%	-3.2	-2%	-8%
> Cc1ccc(C2(C)NC(=O)N(CC(=O)NCCN3C(=O)S/C(=C\c4cccnc4)C3=O)C2=O)cc1 (stereo not given)
    ·	1%	12%	5	5%[11.6 µM]	-3.4	0%	5%
> O=[N+]([O-])c1ccc(S(=O)(=O)N/N=C/c2ccc3c(c2)OCO3)cc1
    -1%	26%	1%	4	3%	-1.5	-15%	11%
> COc1cccc(-c2nnn(CC(=O)O)n2)c1
    21%	-1%	7%	·	0%	0.6	-9%	5%
> COc1cccc(C(=O)Nc2nnc(-c3ccc(Cl)cc3)o2)c1
    -19%	?	-9%	-2	-11%	-2.0	2%	-16%
> Cc1nc(-c2ccc(F)cc2)c(CC(=O)Nc2ccc(C)c(S(=O)(=O)N3CCOCC3)c2)s1
    20%	9%	-2%	-3	-7%	-3.3	?	14%
> CCC1(CC)NC(=O)N(CC(=O)OCC(=O)Nc2ncc(Cl)cc2Cl)C1=O
    5%	0%	6%	-3	-13%	-0.9	-7%	8%
> Cc1ccc(CN(c2ccc(C(=O)NCc3ccccn3)cc2)S(C)(=O)=O)cc1
    26%	3%	-6%	·	5%	0.9	-4%	4%
> CC(C)OC(=O)CN1C(=O)C(C)(C)Oc2ccc(C(=O)NC(C)(C)C)cc21
    11%	-9%	8%	1	3%	-0.9	-2%	0%

Looked up above.
FUS yeast rescue with CCOCCCNCc1cn(-c2ccc(F)cc2F)nc1-c1ccccc1C = 9%
EPAC1 agonist with Cc1cc(C)nc(NC(=O)C2c3ccccc3Oc3ccccc32)n1 = -4%

Entries above that have a COOH group, in the order listed:
Below each compound – FUS yeast rescue	Abeta rescue	EPAC1 antag	PI5P4K alpha inh	WRN helicase inh	IL2 activator	PLK1 PBD inh	EPAC1 agonist
> O=C(O)c1c[nH]c2c([N+](=O)[O-])cccc2c1=O
    0%	-3%	-6%	-19	?	2.5	-13%	11%
> CC(C)c1ccccc1NC(=O)CC1(CC(=O)O)CCCC1
    -1%	5%	-23%	-2	-6%	2.1	-3%	7%
> COc1cccc(-c2nnn(CC(=O)O)n2)c1
    21%	-1%	7%	·	0%	0.6	-9%	5%

The main list resumes; the 3 compounds before the break are reprinted first.
Below each compound – FUS yeast rescue	Abeta rescue	EPAC1 antag	PI5P4K alpha inh	WRN helicase inh	IL2 activator	PLK1 PBD inh	EPAC1 agonist
> CCC1(CC)NC(=O)N(CC(=O)OCC(=O)Nc2ncc(Cl)cc2Cl)C1=O
    5%	0%	6%	-3	-13%	-0.9	-7%	8%
> Cc1ccc(CN(c2ccc(C(=O)NCc3ccccn3)cc2)S(C)(=O)=O)cc1
    26%	3%	-6%	·	5%	0.9	-4%	4%
> CC(C)OC(=O)CN1C(=O)C(C)(C)Oc2ccc(C(=O)NC(C)(C)C)cc21
    11%	-9%	8%	1	3%	-0.9	-2%	0%
> C=CCn1cccc(C(=O)Nc2ccc(SC)cc2)c1=O
    17%	-4%	-1%	6	-13%	-4.7	-3%	11%
> CCOc1ccc(N(Cc2cc3ccc(C)cc3[nH]c2=O)S(C)(=O)=O)cc1
    -1%	2%	-1%	·	2%	0.3	-3%	-2%
> CC(C)(C)n1ncc2c(=O)n(CC(=O)N3CCCCCC3)cnc21
    1%	-12%	8%	5	-1%	0.8	0%	-4%
> CCOC(=O)C1CCN(C(=O)c2cc3c(-c4ccc(OC)c(OC)c4)nn(C)c3s2)CC1
    31%	3%	-13%	-1	-9%	-2.5	-8%	-1%
> CCC(C)(NC(=O)Cc1c[nH]c2ccccc12)C(=O)NC1CCCCC1 (stereo not given)
    19%	-4%	25%	0	-30%[57.1 µM]	-0.5	3%	0%
> COC(=O)c1sccc1N/N=C/c1cccc(OC)c1O
    ·	-10%	-2%	13	-7%	-0.2	-2%	-9%
> O=C1CCCN1c1ccc(S(=O)(=O)Nc2ccc3c(c2)OCCO3)cc1
    -12%	12%	-7%	·	-4%	0.3	-1%	8%
> CCCCC(=O)N(C)c1c(CC)nc2c(OCc3ccc(Cl)cc3Cl)cccn12
    34%	16%	-6%	0	4%[57.1 µM]	-0.7	-5%	-2%
> Cc1cccc(C(=O)OCC(=O)NC(C)CCc2ccccc2)c1O (stereo not given)
    3%	-7%	1%	7	7%	-0.2	-9%	15%
> Cc1nnc(SCC(=O)c2c(N)n(C)c(=O)n(C)c2=O)[nH]c1=O
    -3%	6%	0%	1	-22%	-0.9	24µM*	-13%
> CC(C)(C)NC(=O)NC(=O)CN1CCN(c2cccc(Cl)c2)CC1
    11%	10%	1%	1	1%	-0.3	-1%	0%
> COCC(=O)N/N=C(\C)CC(=O)Nc1ccccc1C(N)=O
    11%	-3%	6%	4	13%	-2.2	-2%	2%
> CCOc1ccc(N2C(=O)/C(=C/c3ccc(C)o3)N(C)C2=S)cc1
    35%	3%	16%	-30	-32%[57.1 µM]	-0.1	-4%	-11%
> COc1ccc2cc(CN(CCCN3CCOCC3)Cc3nnnn3C3CCCC3)c(=O)[nH]c2c1
    4%	17%	7%	·	0%	-1.0	-5%	-6%
> O=C1NC(=Nc2ccccc2)/C(=C/c2ccco2)S1
    -14%	-7%	23%	-27	-4%	2.7	-9%	12%
